Bim-Mcl-1 = inhibitors of Bim peptide binding to Mcl-1, primary screen, biochemical, bead-based flow cytometry, multiplex. hit rate 0.1% among 190,000. inhibition, % at 10 µM. Bim peptide-Mcl-1 binding. Induced myeloid leukemia cell differentiation protein Mcl-1 (Homo sapiens), Q07820;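 further: 0% = no compound tracer wells and 100% = peptide blocker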
Target sequence (Q07820 whole entry, looked up): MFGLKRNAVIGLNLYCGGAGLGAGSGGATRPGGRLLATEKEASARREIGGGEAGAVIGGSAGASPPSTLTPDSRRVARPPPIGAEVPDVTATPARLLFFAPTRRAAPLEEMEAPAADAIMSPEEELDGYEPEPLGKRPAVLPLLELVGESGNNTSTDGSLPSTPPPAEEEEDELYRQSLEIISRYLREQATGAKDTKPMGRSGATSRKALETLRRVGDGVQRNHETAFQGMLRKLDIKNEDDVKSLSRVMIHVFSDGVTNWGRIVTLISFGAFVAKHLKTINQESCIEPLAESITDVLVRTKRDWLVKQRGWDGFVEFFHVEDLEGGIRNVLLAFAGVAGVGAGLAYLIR
Bcl-B Bim block = inhibitors of Bim-Bcl-B binding, primary screen, biochemical, multiplexed, human Bcl-2 family. Bcl-2-like protein 10 (Homo sapiens), Q9HD36. AID 951, 2007. inhibition, % at 10 µM. hit rate 0.073% among 190,000. bead-based flow cytometry, Bim peptide-Bcl-B binding;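 further: 0% = tracer peptide without compound and 100% = reference inhibitor peptide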
RGS4-Gao reg = modulators of RGS4 binding to Galphao, primary screen, biochemical, multiplexed bead flow cytometry; AID 1415, 2008; actives lie on both sides; Guanine nucleotide-binding protein G(o) subunit alpha (Homo sapiens), P09471; hit rate 0.33% among 220,000; binding response (% of control), % at 10 µM; in the data active means binding response below about 49% or above about 150%; inactive means in between;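 further: fluorescent Galphao activated with aluminum fluoride binding bead-coupled RGS4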
Target sequence (P09471 whole entry, looked up): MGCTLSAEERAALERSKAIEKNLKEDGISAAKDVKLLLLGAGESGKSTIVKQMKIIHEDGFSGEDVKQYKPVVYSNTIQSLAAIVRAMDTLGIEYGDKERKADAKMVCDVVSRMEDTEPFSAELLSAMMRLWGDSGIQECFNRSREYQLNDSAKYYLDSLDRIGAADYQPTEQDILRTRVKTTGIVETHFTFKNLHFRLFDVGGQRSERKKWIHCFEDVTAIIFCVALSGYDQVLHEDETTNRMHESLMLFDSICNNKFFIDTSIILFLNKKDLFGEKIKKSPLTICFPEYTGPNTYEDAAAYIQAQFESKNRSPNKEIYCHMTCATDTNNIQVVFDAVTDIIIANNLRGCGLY
Bim-Bcl-2 = inhibitors of Bim-Bcl-2 binding, primary screen, biochemical, multiplexed, human Bcl-2 family; Apoptosis regulator Bcl-2 (Homo sapiens), P10415; Bead-based flow cytometry, Bim peptide-Bcl-2 binding; inhibition, % at 10 µM; hit rate 0.06% among 190,000; in the data active means inhibition above about 40%; inconclusive means no clear call, values can overlap the other calls;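 further: 0% = no compound wells with probe peptide and 100% = reference peptide inhibitor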
Bim-Bcl-W = inhibitors of Bim binding to Bcl-W, primary screen, biochemical, multiplexed, bead-based flow cytometry. Bcl-2-like protein 2 (Homo sapiens), Q92843. Bim peptide-Bcl-W binding. inhibition, % at 10 µM. hit rate 0.02% among 190,000. AID 952, 2007;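 further: 0% = bound tracer without compound and 100% = peptide blocker; higher means less fluorescent Bim peptide bound to Bcl-W beads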
Target sequence (Q92843 whole entry, looked up): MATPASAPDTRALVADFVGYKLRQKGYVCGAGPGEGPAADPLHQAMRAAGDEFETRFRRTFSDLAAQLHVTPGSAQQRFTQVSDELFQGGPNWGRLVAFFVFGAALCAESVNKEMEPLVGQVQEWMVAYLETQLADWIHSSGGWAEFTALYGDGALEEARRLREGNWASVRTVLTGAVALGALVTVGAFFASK
Mcl1 Bid PPI = Mcl-1/Bid binding inhibitors, primary screen, biochemical, TR-FRET, 1536-well; Induced myeloid leukemia cell differentiation protein Mcl-1 (Homo sapiens), Q07820; TR-FRET Mcl-1/Bid-Dy647 peptide binding; inhibition, % at 21.7 µM; hit rate 0.97% among 220,000;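 active means compounds that cut the binding signal by more than half at the single screening dose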;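 further: His-tagged Mcl-1 with europium anti-His antibody binding Bid BH3 peptide; 0% = Mcl-1 plus peptide wells and 100% = peptide-only wells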
RGS7-Gao reg = RGS7-Galphao binding modulators, primary screen, biochemical, multiplexed bead flow cytometry. binding response (% of control), % at 10 µM. Guanine nucleotide-binding protein G(o) subunit alpha (Homo sapiens), P09471. hit rate 0.35% among 220,000. actives lie on both sides. AID 1439, 2008; in the data active means binding response below about 49% or above about 150%; inconclusive means no clear call, values can overlap the other calls; inactive means in between;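 further: fluorescent Galphao held in activated GDP-AlF4 state binding bead-coupled RGS7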
RGS8-Gao reg = RGS8-Galphao binding modulators, primary screen, biochemical, multiplexed bead flow cytometry; Guanine nucleotide-binding protein G(o) subunit alpha (Homo sapiens), P09471; actives lie on both sides; response (percent of control binding), % at 10 µM; hit rate 0.34% among 220,000; AID 1423, 2008; in the data active means response below about 60% or above about 140%; inactive means in between;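 further: Galphao activated as the GDP aluminium fluoride complex binding bead-coupled RGS8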
GSH bead fluor = compound fluorescence on glutathione beads, profiling panel, artefact control, biophysical, 488/530 nm, flow cytometry; GSH beads flow cytometry, compound fluorescence 488/530 nm; stronger effect = higher value; fluorescence (KMESF) at 10 µM; hit rate 0.25% among 190,000; AID 1776, 2009; in the data active means fluorescence above about 89;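 further: glutathione beads carrying GST-tagged Bcl family fusion proteins plus one bare bead set; values are compound well signal with DMSO vehicle wells as background; inactives centre near 16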
Bim-Bfl-1 = inhibitors of Bim binding to Bfl-1, primary screen, biochemical, multiplexed, bead-based flow cytometry. Bim-Bfl-1 binding inhibition. AID 1008, 2008. hit rate 0.12% among 190,000. inhibition, % at 10 µM;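 further: 0% = wells without compound plus tracer and 100% = blocker peptide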
Bim-Bcl-XL = inhibitors of Bim-Bcl-XL binding, primary screen, biochemical, multiplexed, bead flow cytometry, human Bcl-XL; hit rate 0.04% among 190,000; Bcl-2-like protein 1 (Homo sapiens), Q07817; AID 1007, 2008; Bim peptide-Bcl-XL binding, fluorescence; inhibition, % at 10 µM
* hit, by the source's call; ? = inconclusive. Unless noted, no stated cut-off is given here; in the data, active means inhibition above about 40%.

SMILES	Bim-Mcl-1	Bcl-B Bim block	RGS4-Gao reg	Bim-Bcl-2	Bim-Bcl-W	Mcl1 Bid PPI	RGS7-Gao reg	RGS8-Gao reg	GSH bead fluor	Bim-Bfl-1	Bim-Bcl-XL
Cc1noc(C)c1S(=O)(=O)N1CCCC(C(=O)NCc2ccccn2)C1 (stereo not drawn)	-2	-6	101	-5	-2	0	99	96	33	-6	1
FC(F)(F)c1cccc(NC(=S)Nc2ccc(Cl)cc2Cl)c1	-2	0	97	-4	-4	-22	97	99	28	-2	-2
O=C(CNC(=O)c1ccc(Cl)cc1)OCC(=O)N1CCCC1	0	-1	100	-1	1	-6	?	99	16	-5	1
OC12CCCCC1C(c1ccc3c(c1)OCO3)N(Cc1cccc(F)c1)CC2 (stereo not drawn)	-1	-4	102	-4	-3	-5	101	101	10	0	-1
CCOC(=O)c1sc(C)c2c1NC(C)(c1ccccc1)NC2=O (stereo not drawn)	2	-6	100	-9	2	-23	101	102	12	-9	-3
O=C1CCCCCN1C(=O)c1cccc(C(=O)N2CCCCCC2=O)c1	-1	-9	100	-8	0	-2	100	101	29	-15	0
O=C(OCn1nnc2ccccc2c1=O)c1cccnc1	0	1	98	-6	-1	-10	101	99	6	0	-1
O=C(CSc1ncnc2[nH]ncc12)Nc1nc(-c2ccc(F)c(F)c2)cs1	-1	-7	102	-1	-5	-55	?	101	17	-5	-4
CCS(=O)(=O)N1CCCC(C(=O)NCc2ccc3c(c2)OCO3)C1 (stereo not drawn)	-2	-8	107	-9	0	-16	103	101	14	-12	-7
Cc1nnc2c3ccccc3c(-c3cccs3)nn12	5	3	97	0	2	-16	?	99	7	-6	5
CCOC(=O)c1oc2c(CN3CCN(C)CC3)c(O)ccc2c(=O)c1-c1ccccc1OC	0	-5	103	-9	1	-3	105	101	24	-10	-4
Cc1cc(=O)n2nc(N3CCC(C(=O)NCCc4ccccc4)CC3)sc2n1	2	3	97	3	4	13	99	98	24	1	3
COc1ccccc1NC(=O)CNC(=O)c1ccc(F)cc1	-4	-9	102	-6	-1	-5	98	100	29	-14	-7
COCc1cc(C)n(CC(=O)Nc2ccccc2OC)c(=O)c1C#N	1	-4	98	-4	1	-38	102	98	28	-10	-4
CCCn1nnc(NC(=O)c2ccc(OC)cc2)n1	19	-4	101	-9	0	-1	101	99	47	-7	2
CCn1ncc(C2=NOC(C(=O)N3CCN(c4ccccc4)CC3)C2)c1C (stereo not drawn)	-3	-8	97	-6	-1	-28	97	99	15	-8	-3
COc1ccc(CCNC(=O)C2CCC(CNc3c(N4CCCC4)c(=O)c3=O)CC2)cc1OC (stereo not drawn)	-2	-5	100	-1	0	-25	100	101	26	-1	0
Cn1cnnc1SCC(=O)c1ccco1	0	-3	99	-1	0	-26	93	99	21	2	1
CSc1ccc(C2C(C#N)=C(N)N(c3ccccc3)C3=C2C(=O)CCC3)cc1 (stereo not drawn)	-5	-9	94	-10	5	1	100	100	46	-8	-5
CC1CCC/C(=N\NC(=S)NCc2ccccc2)C1 (stereo not drawn)	0	-7	106	-2	4	-106	104	106	6	-10	0
C/C(=N\NC(=O)c1cccc(Br)c1)c1cccc(NC(=O)c2ccc(C)o2)c1	-2	-10	100	-4	0	5	101	99	21	-17	-7
Cc1cc(C)c(S(=O)(=O)NCC2CCC(C(=O)NCc3ccccn3)CC2)c(C)c1 (stereo not drawn)	0	-2	105	-2	1	-19	100	97	15	-7	-4
O=C(NC1CCCCC1)c1noc2c1CCCCC2	-4	-3	100	-5	0	-9	99	103	23	0	3
CC1CCN(S(=O)(=O)c2cccc(C(=O)Oc3ccc([N+](=O)[O-])cc3)c2)CC1	0	2	97	5	0	-3	114	83	11	0	3
Cc1ccc(-n2c(C)cc(C(=O)CSc3n[nH]c(N)n3)c2C)cc1	-2	-12	102	-1	-3	-39	101	101	17	-1	-2

15 consecutive entries from above:
SMILES	Bim-Mcl-1	Bcl-B Bim block	RGS4-Gao reg	Bim-Bcl-2	Bim-Bcl-W	Mcl1 Bid PPI	RGS7-Gao reg	RGS8-Gao reg	GSH bead fluor	Bim-Bfl-1	Bim-Bcl-XL
CCOC(=O)c1oc2c(CN3CCN(C)CC3)c(O)ccc2c(=O)c1-c1ccccc1OC	0	-5	103	-9	1	-3	105	101	24	-10	-4
Cc1cc(=O)n2nc(N3CCC(C(=O)NCCc4ccccc4)CC3)sc2n1	2	3	97	3	4	13	99	98	24	1	3
COc1ccccc1NC(=O)CNC(=O)c1ccc(F)cc1	-4	-9	102	-6	-1	-5	98	100	29	-14	-7
COCc1cc(C)n(CC(=O)Nc2ccccc2OC)c(=O)c1C#N	1	-4	98	-4	1	-38	102	98	28	-10	-4
CCCn1nnc(NC(=O)c2ccc(OC)cc2)n1	19	-4	101	-9	0	-1	101	99	47	-7	2
CCn1ncc(C2=NOC(C(=O)N3CCN(c4ccccc4)CC3)C2)c1C (stereo not drawn)	-3	-8	97	-6	-1	-28	97	99	15	-8	-3
COc1ccc(CCNC(=O)C2CCC(CNc3c(N4CCCC4)c(=O)c3=O)CC2)cc1OC (stereo not drawn)	-2	-5	100	-1	0	-25	100	101	26	-1	0
Cn1cnnc1SCC(=O)c1ccco1	0	-3	99	-1	0	-26	93	99	21	2	1
CSc1ccc(C2C(C#N)=C(N)N(c3ccccc3)C3=C2C(=O)CCC3)cc1 (stereo not drawn)	-5	-9	94	-10	5	1	100	100	46	-8	-5
CC1CCC/C(=N\NC(=S)NCc2ccccc2)C1 (stereo not drawn)	0	-7	106	-2	4	-106	104	106	6	-10	0
C/C(=N\NC(=O)c1cccc(Br)c1)c1cccc(NC(=O)c2ccc(C)o2)c1	-2	-10	100	-4	0	5	101	99	21	-17	-7
Cc1cc(C)c(S(=O)(=O)NCC2CCC(C(=O)NCc3ccccn3)CC2)c(C)c1 (stereo not drawn)	0	-2	105	-2	1	-19	100	97	15	-7	-4
O=C(NC1CCCCC1)c1noc2c1CCCCC2	-4	-3	100	-5	0	-9	99	103	23	0	3
CC1CCN(S(=O)(=O)c2cccc(C(=O)Oc3ccc([N+](=O)[O-])cc3)c2)CC1	0	2	97	5	0	-3	114	83	11	0	3
Cc1ccc(-n2c(C)cc(C(=O)CSc3n[nH]c(N)n3)c2C)cc1	-2	-12	102	-1	-3	-39	101	101	17	-1	-2

Continuation.
SMILES	Bim-Mcl-1	Bcl-B Bim block	RGS4-Gao reg	Bim-Bcl-2	Bim-Bcl-W	Mcl1 Bid PPI	RGS7-Gao reg	RGS8-Gao reg	GSH bead fluor	Bim-Bfl-1	Bim-Bcl-XL
COc1ccc(NC(=S)N2CCCC(c3nc4ccc(C)cc4[nH]3)C2)c(OC)c1 (stereo not drawn)	3	-4	103	3	1	-81	104	105	23	0	2
N=c1n(CCN2CCCC2)c2ccccc2n1CC(O)c1ccco1 (stereo not drawn)	1	3	100	4	3	-3	97	100	23	2	0
COc1ccc(C(=O)CSc2nnc(-c3ccco3)n2C)cc1	0	3	100	1	2	17	96	97	14	5	4
CN1CCN(C(=O)c2ccc3c(c2)N(Cc2ccc(Cl)cc2)C(=O)c2ccccc2S3=O)CC1 (stereo not drawn)	-2	-9	101	-11	0	-22	102	101	28	-11	-10
S=C(NCCNCc1ccccc1)NC1CCCCC1	-1	-20	100	-4	-5	-9	?	98	13	-6	-4
C=CCN=C1CC(C)(C)CC(=O)/C1=C(\O)CCCN1C(=O)c2ccccc2C1=O	-43	-14	98	-6	-2	0	101	101	14	0	-4
CCCn1c2c(c(O)c(C(=O)Nc3ccccc3)c1=O)CCCC2	-1	-9	97	-9	2	-15	99	99	10	-12	-3
Cc1ccccc1C(=O)NCCc1nnc(SCC(=O)Nc2nc(-c3ccccc3)cs2)n1C	1	-2	105	25	2	3	101	103	19	5	6
O=c1c2c(nc3cc(-c4ccccc4)[nH]n13)CCS2	0	-6	101	-1	2	-82	99	103	25	-12	-2
CC(NC(=O)c1cc(-c2ccccc2)on1)c1ccccc1 (stereo not drawn)	-6	-4	102	-2	-4	2	99	97	26	-1	3
COc1ccc(NC(=O)CCC(=O)c2cccs2)cc1S(=O)(=O)Nc1ccc(Cl)cc1	-8	-2	102	-2	-5	0	99	99	10	0	-5
CCOc1cc(/C=N/NC(=O)CSc2nncn2C)ccc1OCc1cccc(C)c1	-4	-7	103	-12	-4	22	109	102	16	-13	-4
COc1ccc(N(CC(=O)Nc2ccccc2F)S(=O)(=O)c2ccc(C)c([N+](=O)[O-])c2)cc1	-6	0	97	-1	-5	-7	95	99	11	3	-6
Cc1oc(=O)c(NC(=O)c2ccc(Cl)cc2)cc1C(=O)c1ccccc1	0	-3	100	0	2	-60	97	98	21	-6	-3
CCC(CC)C(=O)NCc1ccc(Cl)cc1	-3	-3	100	-6	0	-13	106	100	10	-6	-1
Nc1nccc(-c2ccc(-n3cnc4ccccc43)cc2)n1	-3	-6	99	-1	-2	-9	?	100	16	-5	-2
NNc1nc(-c2ccccc2)c2ccccc2n1	-1	-3	100	0	-1	-32	98	102	11	-9	-2
O=C(CSc1nnc(-c2cccs2)n1-c1cccc(Cl)c1)c1cccc2c1OCCO2	1	-10	87	-10	1	-7	90	91	38	-11	-4
COc1ccc(OCC(=O)Nc2cccc(NC(=O)c3ccco3)c2)cc1	12	-1	106	1	7	-41	101	103	11	-6	0
Cc1onc(-c2ccccc2)c1C(=O)NCCc1ccc(Cl)cc1	0	-2	103	-2	-2	-2	99	99	16	-4	-2
Cc1cccc(/C=C(\C(=O)C(=O)O)c2ccc3ccccc3n2)c1	-2	-4	103	0	1	-15	?	101	13	-6	0
O=C(CCN1C(=O)C2C3C=CC(C3)C2C1=O)NCc1cccnc1 (stereo not drawn)	1	-5	101	-7	2	-42	98	101	38	-9	0
CC1CCCN(CCCNC(=O)c2cc3c(Cl)nc4ccccc4c3s2)C1 (stereo not drawn)	-1	-8	107	-7	0	-20	102	103	17	-2	-1
COc1ccc(C(=S)N2CCCC2)cc1C	4	-5	98	-2	1	-86	100	99	28	-9	-2
CC(OC(=O)c1ccc(S(=O)(=O)N(C)c2ccccc2)cc1)C(=O)NCCC1=CCCCC1 (stereo not drawn)	0	-2	92	3	1	-26	93	78	7	2	-3
O=C1NC(=S)SC1=C1CCCC1	-3	-10	103	-5	-3	-5	98	95	25	-4	3
